Screening results from PubChem.
NTR1 agonist: agonists of NTR1, primary screen, imaging, U2OS cells, beta-arrestin-GFP, high content (AID 493036); 330,000 compounds, 0.17% hits; P30989; NTR1-U2OS beta-arrestin-GFP spot imaging, agonist mode; activation, % at 20 µM;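 active = activation at or above 40% of the spot to cytoplasm intensity ratio, with at least 20 cells analyzed; inconclusive = wells under 20 cells, flagged as cytotoxic or low count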;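 note: 0% = DMSO without peptide and 100% = 100 nM NTR1 peptide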
Target sequence (P30989 whole entry, looked up): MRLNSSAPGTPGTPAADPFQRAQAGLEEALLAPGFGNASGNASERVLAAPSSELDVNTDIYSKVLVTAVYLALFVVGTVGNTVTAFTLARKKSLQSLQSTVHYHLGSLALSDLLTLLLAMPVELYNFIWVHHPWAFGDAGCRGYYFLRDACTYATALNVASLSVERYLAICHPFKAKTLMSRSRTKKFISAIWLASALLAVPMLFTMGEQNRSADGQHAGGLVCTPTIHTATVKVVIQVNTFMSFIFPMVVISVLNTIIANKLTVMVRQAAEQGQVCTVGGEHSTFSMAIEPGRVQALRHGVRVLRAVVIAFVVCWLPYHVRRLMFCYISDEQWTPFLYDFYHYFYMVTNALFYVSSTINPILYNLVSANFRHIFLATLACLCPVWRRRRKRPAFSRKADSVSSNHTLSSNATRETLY
K1F lysis inhibition: inhibition of K1F phage lysis, E. coli UTI89, bacterial capsule biogenesis inhibitors, alamar blue (AID 488966); E. coli UTI89 K1F phage lysis, alamar blue, 2 h; higher % means a stronger effect; inhibition, % at 100 µM; hits with a dose series show IC50 in µM; 340,000 compounds, 0.02% hits;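 active = phage lysis inhibition, versus mean bacterial control, above a set limit; inconclusive = no clear call, values can overlap the other calls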;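 note: capsule biogenesis inhibitors block K1F phage lysis so surviving cells raise fluorescence; higher fluorescence means more inhibition of phage lysis; actives were called in the ten point dose series up to 300 µM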
AID2073: inhibitors of Mint1-CaV2.2 protein interaction, biochemical, HTRF (AID 2073) | HTRF protein-protein interaction, Mint1-CaV2.2; higher % means a stronger effect | one-dose inhibition, % at 20 µM; IC50 in µM for titrated hits | 290,000 compounds, 0.19% hits; in the data active = inhibition mostly above about 51%, no sharp cut-off; inconclusive = no clear call, values can overlap the other calls; inactive = mostly below about 53%; note: some results filed as inactive read as strong as hits
Dengue-2 NS5 capping: Dengue-2 NS5 methyltransferase inhibitors, primary screen, biochemical, confirmation dose response (AID 588689). 340,000 compounds, 0.3% hits. Dengue-2 NS5 methyltransferase capping enzyme assay, biochemical; higher % means a stronger effect. inhibition, % at 25 µM; hits with a dose series show IC50 in µM; in the data active = a potency from the dose series; inconclusive = inhibition above about 29% without an active follow-up result
Siah-1 displacement: blockers of Siah-1 interaction with plectin peptide – biochemical, fluorescence polarization, rhodamine-plectin, uHTS, primary screen (AID 1817); 290,000 compounds, 0.02% hits; Siah-1 / rhodamine-plectin peptide fluorescence polarization; higher % means a stronger effect; displacement, % at 20 µM, or IC50 in µM where a hit was titrated;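 active = displacement of at least 50% at 20 µM, with a fluorescence ratio check between 0.3 and a set limit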;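 note: plate controls were Siah plus tracer with DMSO for no effect and tracer alone without Siah for full effect; strong numbers were not always called active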
HIV fusion peptide: inhibitors of HIV fusion peptide binding, primary screen, biochemical, uHTS, fluorescence dequenching (AID 1986); inhibition, % at 20 µM, or IC50 in µM where a hit was titrated; 290,000 compounds, 0.3% hits; cell-free peptide binding, fluorescence dequenching, 30 min; higher % means a stronger effect; in the data active = inhibition mostly above about 52%, no sharp cut-off; inactive = mostly below about 76%; note: some results filed as inactive read as strong as hits
GPR35 antagonists: inhibition of zaprinast-stimulated GPR35 beta-arrestin translocation – imaging, U2OS, beta-arrestin-GFP, zaprinast agonist, primary screen (AID 2058) | 290,000 compounds, 0.052% hits | U2OS GPR35 beta-arrestin-GFP translocation imaging, zaprinast antagonism; higher % means a stronger effect | inhibition, % at 10 µM, or IC50 in µM where a hit was titrated;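 active = inhibition of at least 50% with at least 30 cells and total cytoplasm GFP at most 10,000,000; inconclusive = under 30 cells or total GFP of 10,000,000 plus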
GPR55 beta-arrestin: selective activators of receptor GPR55 – imaging, U2OS cells, beta-arrestin-GFP redistribution, primary screen (AID 1961); 290,000 compounds, 0.048% hits; activation, % at 10 µM; hits with a dose series show EC50 in µM; U2OS GPR55 beta-arrestin-GFP redistribution imaging; higher % means a stronger effect;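 active = activation above 40% with more than 50 cells counted in the well; inconclusive = wells holding fewer than 50 cells, flagged as toxic or sparse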;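 note: U2OS osteosarcoma cells stably expressing GPR55 and beta-arrestin-GFP; plate controls were DMSO negative control for no effect and LPI positive control for full effect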
GPR55 antagonists: inhibition of LPI-stimulated GPR55 beta-arrestin translocation – imaging, U2OS, beta-arrestin-GFP, LPI agonist, primary screen (AID 2013). U2OS GPR55 beta-arrestin-GFP translocation imaging, LPI antagonism; higher % means a stronger effect. inhibition, % at 10 µM, or IC50 in µM where a hit was titrated. 290,000 compounds, 0.13% hits;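 active = spots per cell inhibited over 60%, with over 100 cells counted and total cytoplasm intensity under 500,000; inconclusive = wells with under 100 cells, flagged as likely toxic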;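 note: U2OS cells stably carrying GPR55 and arrestin-GFP stimulated by 5 µM LPI near EC80; imaged beta-arrestin-GFP aggregate spots per cell after agonist stimulation; plate controls were LPI-stimulated DMSO wells for no effect and DMSO wells without LPI for full effect; some results filed as inactive read as strong as hits; confirmed hits need IC50 under 10 µM and bright autofluorescent wells are also inconclusive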
NTR1 agonist cell count 20 µM: recorded beside NTR1 agonist, whose call it bears; cell count; measured here: cell count, cytotoxicity flag
Dengue-2 NS5 capping pilot replicate: further read-out of Dengue-2 NS5 capping, marked with its call; inhibition, %; measured here: pilot screen replicate inhibition
* hit, by the source's call; ? = inconclusive; . = not tested or not shown; [ ] = another dose, or the depositor's remark.

SMILES	NTR1 agonist	NTR1 agonist cell count 20 µM	K1F lysis inhibition	AID2073	Dengue-2 NS5 capping	Siah-1 displacement	HIV fusion peptide	GPR35 antagonists	GPR55 beta-arrestin	GPR55 antagonists	others
O=C(NC1CCCCC1)C(c1ccncc1)N(Cc1ccc(F)cc1)C(=O)c1ccccn1 (stereo unspecified)	-0.2	67	0.5%	20%	-11%	0%	-2.7%	0%	-0.3%	3%
O=C1c2ccccc2C(O)(Cc2ccccc2)N1CCCN1CCOCC1 (stereo unspecified)	0.0	47	-0.1%	2%	1%	3%	-0.9%	2%	-0.1%	6%
COc1ccccc1C(=O)NC1CCN(C(=O)Nc2ccc(F)cc2)CC1	-0.5	59	0.1%	32%	8%	-6%	0.5%	-8%	-0.1%	4%
O=C(Nc1cccc([N+](=O)[O-])c1)N1CCCc2ccccc21	-0.4	60	0.2%	3%	-3%	0%	-1.0%	9%	-0.1%	13%
Cc1cccc(Cc2cnc(N3C(=N)SC(C)C3=O)s2)c1 (stereo unspecified)	1.1	58	1.5%	10%	9%	-7%	23%	-5%	-0.3%	0.85µM*
COc1cccc(C(C)NC(=O)c2c(F)cccc2Cl)c1 (stereo unspecified)	-0.9	40	-2.6%	6%	-3%	1%	1.3%	5%	-0.2%	-16%
COc1ccc(C(=O)N/N=C/c2ccc(OC(=O)c3cccc4ccccc34)c([N+](=O)[O-])c2)cc1	-0.1	64	-4.7%	12%	-11%	13%	-2.6%	10%	0.4%	14%
COc1ccc2[nH]c(=O)c(CN(CCCN3CCOCC3)C(=O)NCc3ccccc3)cc2c1	0.0	36	1.4%	2%	-3%	1%	-0.8%	2%	0.0%	16%
CCN(c1ccc(C)cc1)S(=O)(=O)c1nnc(NC(=O)c2ccco2)s1	0.9	51	-0.2%	10%	-3%	-2%	9.2%	-6%	-0.2%	2%
C=CCSc1nc(N)cc(=O)[nH]1	0.2	65	0.1%	4%	-3%	-6%	-1.7%	-8%	0.2%	-10%
Cc1c(-c2nnnn2-c2ccc(F)cc2)cnc2cc3c(cc12)OCO3	-0.7	96	0.4%	3%	-8%	2%	0.1%	4%	-0.1%	13%
CCCCc1cc(=O)oc2c(C)c(OCC(=O)N3CCC(C(N)=O)CC3)ccc12	-3.7	89	4.2%	18%	-4%	-4%	-0.4%	1%	-0.2%	9%
C/C=C/c1ccc(OCCn2cncn2)c(OC)c1	0.6	60	12%	-4%	2%	14%	-0.2%	-6%	-0.1%	-4%
COc1ccccc1CNC(=O)C1CCC(CNS(=O)(=O)c2ccc(NC(C)=O)cc2)CC1 (stereo unspecified)	2.8	94	0.1%	9%	-6%	-6%	-1.2%	-9%	-0.1%	6%
Cc1ccc(-c2ccnc(=S)[nH]2)cc1	1.8	41	2.1%	-42%	-8%	5%	-3.6%	0%	-0.1%	0%
O=C(Cn1c(=O)n2ncnc2c2c3c(sc21)CCCC3)c1ccccc1	9.6	60	1.7%	-2%	-9%	-2%	0.2%	2%	-0.1%	1%
COc1ccc(NC(=O)n2ncc3c(C)cccc32)cc1	2.9	78	0.1%	1%	-4%	-5%	-2.7%	6%	-0.3%	5%
O=C(CSc1nnc(Cc2ccccc2)o1)N1CCCc2ccccc21	1.1	44	0.3%	-41%	1%	1%	-1.4%	4%	-0.1%	-6%
O=C(Nc1ccncc1)c1cc2ccccc2o1	3.0	48	-0.6%	5%	-3%	0%	1.2%	-12%	-0.1%	4%
CCC1(CC)NC(=O)N(CC(=O)N2N=C(c3ccc(Cl)cc3)CC2c2ccco2)C1=O (stereo unspecified)	-0.6	59	-0.2%	11%	5%	2%	-0.5%	15%	0.3%	9%
CCCc1cc(=O)[nH]c(SCC(=O)Nc2ccc(OC(F)F)cc2)n1	-1.6	52	-1.3%	-6%	9%	-1%	6.9%	2%	1.2%	0%
CCOC(=O)c1ccccc1NS(=O)(=O)c1ccc(C)cc1	-0.6	76	3.0%	-3%	3%	2%	-1.7%	-3%	-0.1%	-5%
CC1=C(C(=O)OC(C)(C)C)C(c2cccs2)NC(=O)N1 (stereo unspecified)	2.1	52	5.9%	1%	-2%	-2%	-2.7%	8%	-0.3%	2%
Cc1ccc(OC(C)C(=O)Nc2ccccc2C(=O)N2CCOCC2)cc1 (stereo unspecified)	0.3	56	-0.3%[50 µM]	9%	5%	5%	-0.4%	1%	0.3%	13%
CCOc1cc(N2CCOCC2)c(OCC)cc1NC(=O)c1ccc(C)cc1	6.1	50	0.4%	-23%	4%	-10%	-1.5%	-7%	0.2%	21%
SMILES	NTR1 agonist	NTR1 agonist cell count 20 µM	K1F lysis inhibition	AID2073	Dengue-2 NS5 capping	Siah-1 displacement	HIV fusion peptide	GPR35 antagonists	GPR55 beta-arrestin	GPR55 antagonists	others
O=C1C2C3C=CC(C3)C2C(=O)N1Nc1c(Cl)cc(Cl)cc1Cl (stereo unspecified)	-1.3	86	0.6%	2%	.	3%	-1.9%	6%	0.1%	13%
CC1=C(C(=O)OCc2ccccc2)C(c2ccc(C(C)(C)C)cc2)NC(=O)N1CCCCCC(=O)O (stereo unspecified)	2.5	105	-0.5%	1%	-3%	-5%	16%	4%	0.3%	-8%
CCCCN(C)CCN1C(=O)C2C(C(=O)Nc3ccc(C)cc3)C3C=CC2(O3)C1C(=O)NC1CCCCC1 (stereo unspecified)	0.2	41	1.5%	-2%	8%	-5%	-0.7%	2%	0.2%	-4%
CC1Cc2ccccc2N1C(=O)CSc1nnc(-c2ccc(S(=O)(=O)N3CCCC3)cc2)o1 (stereo unspecified)	1.9	67	0.2%	8%	-1%	6%	1.8%	6%	0.7%	5%
CC1=Nc2ncnn2C(c2ccccc2)/C1=N\O (stereo unspecified)	-0.3	47	0.5%[50 µM]	3%	-4%	0%	2.8%	8%	0.6%	3%
CCCN1CCN(CCCNC(=O)CN2C(=O)c3cccnc3Oc3ccc(Cl)cc32)CC1	-1.0	45	0.4%	11%	8%	-4%	0.8%	3%	-0.1%	-14%
COc1cccc(-c2nnc3n2N=C(c2cc(OC)ccc2OC)CS3)c1	6.4	79	-0.1%	-8%	-6%	-1%	-1.5%	-8%	-0.1%	16%
CCc1ccc(NC(=O)CCc2ccc(C)o2)cc1	-0.5	54	0.0%	10%	-3%	-4%	-1.9%	-3%	-0.1%	-17%	Dengue-2 NS5 capping pilot replicate=-4.2
NC1=NC(c2ccccc2)=NC1(NC(=O)c1ccccc1)C(Cl)Cl (stereo unspecified)	0.2	53	-0.2%	7%	12%	0%	0.8%	0%	0.0%	0%
CS(=O)(=O)N(Cc1ccccc1)c1ccccn1	-0.2	64	-0.5%	12%	-2%	-6%	-2.9%	3%	-0.3%	7%
O=C(N=C1SC2CS(=O)(=O)CC2N1c1ccc(Br)cc1)C1CCCO1 (stereo unspecified)	1.0	60	0.2%	5%	-1%	-2%	-1.8%	-23%	-0.2%	12%
O=C(CCC(=O)c1ccc(F)cc1)Nc1cccnc1	1.2	54	0.7%	13%	-1%	-3%	2.3%	-5%	-0.3%	-5%
O=C(COC(=O)c1ccc(Br)cc1)NCCN1C(=O)CSC1=O	-2.3	58	-0.1%	-3%	4%	0%	-1.0%	-9%	0.5%	-6%
O=C1c2ccccc2C(=O)N1CCc1csc(-c2ccc(F)cc2)n1	7.3	96	-0.1%	-7%	-1%	3%	-2.9%	1%	0.2%	0%
COc1ccc(S(=O)(=O)N2CCC(C(=O)NC(C)CCc3ccccc3)CC2)cc1 (stereo unspecified)	0.3	40	0.0%	-6%	0%	1%	0.2%	-13%	-0.1%	4%
Cc1ccc(Cl)cc1NC(=S)N(Cc1ccco1)C(C)c1cccs1 (stereo unspecified)	3.1	50	0.0%	14%	-9%	-2%	2.0%	0%	-0.3%	?
S=C(NCc1ccccc1)NC1CCCCC1	0.9	35	0.4%	?	-5%	-5%	0.1%	10%	0.5%	-3%
C=CCN(C(=O)CNC(=O)c1cccs1)C(C(=O)NC(C)(C)C)c1ccccc1 (stereo unspecified)	-0.6	88	-0.2%	-3%	3%	1%	0.7%	-2%	-0.1%	8%
CCOC(=O)c1cnn(-c2nc(-c3cccc(F)c3)cs2)c1C(F)(F)F	20	68	0.2%	13%	-9%	2%	1.3%	6%	0.5%	-5%	Dengue-2 NS5 capping pilot replicate=-1.5
CN1CCN(CC(=O)N2CCn3c4c(c5cc(C6CCCCC6)ccc53)CCCC42)CC1 (stereo unspecified)	0.2	10	-0.2%	3%	-16%	-1%	-4.5%	17%	0.0%	11%
CCc1ccc(NC(=O)c2cccnc2)cc1	10	76	0.4%	17%	0%	0%	-0.6%	1%	-0.1%	3%
CCN1C(=O)C(CC(=O)Nc2ccccc2)N(Cc2ccccn2)C1=S (stereo unspecified)	1.2	70	1.0%	-9%	-2%	2%	0.3%	-5%	0.5%	5%
CCOC(=O)C1CCN(C(=O)CN(c2ccc(OC)cc2)S(=O)(=O)c2c(C)nn(C)c2C)CC1	2.2	102	0.1%	1%	1%	1%	1.0%	16%	0.3%	-10%
Cc1noc(C)c1CN(C(=S)NC1CC2CCC1C2)c1ccccc1 (stereo unspecified)	3.7	44	-0.8%	-5%	1%	-3%	-0.7%	5%	0.0%	3.7µM*
COc1ccc(S(=O)(=O)N(CC(=O)O)c2ccccn2)cc1	0.3	66	0.5%	7%	-2%	8%	1.1%	-8%	-0.1%	-19%
O=C(Nc1ccc(NC(=O)c2ccncc2)cc1)c1ccncc1	-1.8	78	.	4%	.	2%	1.1%	3%	0.3%	1%
C=CCN(C(=O)c1csnn1)C(C(=O)NC1CCCC1)c1ccccc1 (stereo unspecified)	-1.3	44	-0.1%	2%	-5%	-3%	-1.1%	-4%	0.0%	-8%
Cc1ccc(-c2noc(-c3ccccc3Br)n2)cc1	1.6	49	0.5%	-2%	-5%	1%	-1.6%	-17%	0.4%	7%
Cc1cc(C)cc(NC(=S)/C(=C(\[O-])c2ccc(Cl)s2)[n+]2cccc(C)c2)c1	1.6	49	0.5%	36%	-3%	-3%	1.7%	-9%	0.3%	4%
